SK-BR-3 tox 24h = SK-BR-3 proliferation inhibitors. AID 847. SK-BR-3 viability, CellTiter-Glo ATP luminescence, 24 h; active compounds read low. actives 0.47% (n = 41,000). viability, % at 10 µM;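 active means viability at or below the median of all test compounds minus 3 SD, in both replicates if run twice, cut at about 45% in these data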;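 further: 100% = median untreated cell wells and 0% = median positive control drug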
The depositor's hits bear a star. This is a subset; count on the stated rates, not on these rows.

How did O=C(O)c1cccc(S(=O)(=O)NCC2CCCO2)c1 (stereo unspecified) do in these assays?
SK-BR-3 tox 24h: 106.5

Results for COCCOC(=O)c1c(C)oc2ccc(OC(=O)COc3c(F)c(F)c(F)c(F)c3F)cc12 ?
SK-BR-3 tox 24h: 128.7

Results for Cc1ccc(C2CC(=O)c3cnc(NC(=O)c4ccco4)nc3C2)cc1 (stereo unspecified) ?
SK-BR-3 tox 24h: 122.1

Results for Cc1nc(NCc2ccccc2)[nH]c(=O)c1CCC(C)C ?
SK-BR-3 tox 24h: 86.9

What do the screens show for `Cc1ccc2cc(CN(Cc3ccco3)C(=O)c3cccs3)c(=O)[nH]c2c1`?
SK-BR-3 tox 24h: 110.0

How did N=c1n(Cc2ccccc2)c2ccccc2n1CC(O)c1ccco1 (stereo unspecified) do in these assays?
SK-BR-3 tox 24h: 57.8

How did CC(C)N(Cc1nc(-c2ccccc2)no1)C(=O)c1ccc(Br)o1 do in these assays?
SK-BR-3 tox 24h: 80.2

How did CC1(C)CC(=O)c2cnc(NCC3CCCO3)nc2C1 (stereo unspecified) do in these assays?
SK-BR-3 tox 24h: 91.8

How did COc1ccc(Cl)cc1NS(=O)(=O)c1cc(Cl)ccc1OC do in these assays?
SK-BR-3 tox 24h: 102.7

What do the screens show for `CCCC(=O)c1c(NC(C)C)cc(C)oc1=O`?
SK-BR-3 tox 24h: 90.6

Results for c1ccc(-c2noc(C34CC5CC(CC(C5)C3)C4)n2)nc1 ?
SK-BR-3 tox 24h: 80.5

Results for Cc1ccc(C)c(N(CC(N)=O)S(C)(=O)=O)c1 ?
SK-BR-3 tox 24h: 86.9

Results for CCn1c(COc2ccc(Cl)c(C)c2)nnc1SCC(=O)N1CCCC1 ?
SK-BR-3 tox 24h: 96.5

What do the screens show for `O=C(NC1CCCCC1)C1CCCN(c2nnnn2-c2ccccc2)C1` (stereo unspecified)?
SK-BR-3 tox 24h: 86.3

What do the screens show for `O=C(NCc1cccs1)c1cnn2cccnc12`?
SK-BR-3 tox 24h: 98.7

Results for O=C(Nc1nccs1)C1C2/C=C\CCCCC21 (stereo unspecified) ?
SK-BR-3 tox 24h: 80.8

What do the screens show for `O=C(NCCc1cccc(F)c1)[C@@H]1CSC2c3ccccc3C(=O)N21` (stereo partly specified)?
SK-BR-3 tox 24h: 93.8

How did OCC1(CO)COC2(CCCC2)N1 do in these assays?
SK-BR-3 tox 24h: 90.9

How did CCCn1c(=NC(=O)c2ccncc2)c(C(=O)OCC)cc2c(=O)n3cccc(C)c3nc21 do in these assays?
SK-BR-3 tox 24h: 90.8

What do the screens show for `CCOC(=O)C(CCOc1cccc(CC)c1)C(=O)OCC`?
SK-BR-3 tox 24h: 118.2

How did C=CCn1c(SCC(=O)c2ccccc2)nnc1-c1cc2ccccc2o1 do in these assays?
SK-BR-3 tox 24h: 84.5

Results for CCOC(=O)c1c(N)sc2c1CCC1C(=O)N(C3CCCCC3)C(=O)C21 (stereo unspecified) ?
SK-BR-3 tox 24h: 93.7

How did O=C(Cn1nc(C(F)(F)F)c2c1CCCC2)NCCN1CCOCC1 do in these assays?
SK-BR-3 tox 24h: 97.8

How did Cc1cc(C)cc(NC(=O)NCc2nnc(SCc3ccccc3)n2C)c1 do in these assays?
SK-BR-3 tox 24h: 94.5

Part of the list above in order of molar mass, rising:
How did OCC1(CO)COC2(CCCC2)N1 do in these assays?
SK-BR-3 tox 24h: 90.9

What do the screens show for `CCCC(=O)c1c(NC(C)C)cc(C)oc1=O`?
SK-BR-3 tox 24h: 90.6

Results for O=C(Nc1nccs1)C1C2/C=C\CCCCC21 (stereo unspecified) ?
SK-BR-3 tox 24h: 80.8

What do the screens show for `O=C(NCc1cccs1)c1cnn2cccnc12`?
SK-BR-3 tox 24h: 98.7

Results for c1ccc(-c2noc(C34CC5CC(CC(C5)C3)C4)n2)nc1 ?
SK-BR-3 tox 24h: 80.5

What do the screens show for `CCOC(=O)C(CCOc1cccc(CC)c1)C(=O)OCC`?
SK-BR-3 tox 24h: 118.2

What do the screens show for `O=C(NC1CCCCC1)C1CCCN(c2nnnn2-c2ccccc2)C1` (stereo unspecified)?
SK-BR-3 tox 24h: 86.3

How did O=C(Cn1nc(C(F)(F)F)c2c1CCCC2)NCCN1CCOCC1 do in these assays?
SK-BR-3 tox 24h: 97.8

How did C=CCn1c(SCC(=O)c2ccccc2)nnc1-c1cc2ccccc2o1 do in these assays?
SK-BR-3 tox 24h: 84.5

Results for CCOC(=O)c1c(N)sc2c1CCC1C(=O)N(C3CCCCC3)C(=O)C21 (stereo unspecified) ?
SK-BR-3 tox 24h: 93.7

Results for CCn1c(COc2ccc(Cl)c(C)c2)nnc1SCC(=O)N1CCCC1 ?
SK-BR-3 tox 24h: 96.5

How did CCCn1c(=NC(=O)c2ccncc2)c(C(=O)OCC)cc2c(=O)n3cccc(C)c3nc21 do in these assays?
SK-BR-3 tox 24h: 90.8

Next part.
What do the screens show for `CCCCCCOC(=O)C(C#N)c1nc2ccccc2nc1N1CCCCC1` (stereo unspecified)?
SK-BR-3 tox 24h: 97.1

How did O=C(c1cc2ccccc2oc1=O)N(Cc1ccc2c(c1)OCO2)Cc1ccco1 do in these assays?
SK-BR-3 tox 24h: 104.1

What do the screens show for `CS(=O)(=O)N1CCC(C(=O)NCc2ccco2)CC1`?
SK-BR-3 tox 24h: 98.9

Results for O=C(NCCOc1ccccc1)c1n[nH]c(=O)c2ccccc12 ?
SK-BR-3 tox 24h: 92.0

What do the screens show for `c1ccc(-c2nnc(CSc3nnc(-c4ccncc4)n3Cc3ccco3)o2)cc1`?
SK-BR-3 tox 24h: 75.4

What do the screens show for `O=C(CSc1nnnn1C1CC2CCC1C2)Nc1ccnc2ccccc12` (stereo unspecified)?
SK-BR-3 tox 24h: 84.0

What do the screens show for `Cc1ccc(NC(=O)CSc2nnc(-c3ccncc3)n2N)cc1C`?
SK-BR-3 tox 24h: 95.8

How did COc1ccc(C(=O)N2CCC(C(=O)Nc3ccc(OC)c(OC)c3)CC2)cc1 do in these assays?
SK-BR-3 tox 24h: 121.7

What do the screens show for `CN(Cc1ccccc1)C(=O)c1cccc(NC(=O)c2ccco2)c1`?
SK-BR-3 tox 24h: 107.2

How did N#Cc1c(-c2ccccc2)nc(N2CCCCCC2)[nH]c1=O do in these assays?
SK-BR-3 tox 24h: 73.4

How did CCCn1c(N)c(C(=O)CSc2nnc(Cc3ccccc3)o2)c(=O)n(C)c1=O do in these assays?
SK-BR-3 tox 24h: 89.6

Results for O=c1[nH]c(CSc2ncc(-c3ccc(F)cc3)n2Cc2ccco2)nc2ccccc12 ?
SK-BR-3 tox 24h: 91.8

Results for CCOc1ccccc1NC(=O)CCC(=O)Nc1ccc2nc(N3CCN(C)CC3)cc(C)c2c1 ?
SK-BR-3 tox 24h: 89.7

Results for Cc1cc(-n2c(C)cc(C(=O)CSc3nc4ccccc4c(=O)n3Cc3ccco3)c2C)no1 ?
SK-BR-3 tox 24h: 83.4

What do the screens show for `NCCc1nnc(SCc2ccccc2)o1`?
SK-BR-3 tox 24h: 82.4

Results for CC(=O)NCCOc1c(C)cc(S(N)(=O)=O)cc1C ?
SK-BR-3 tox 24h: 81.6

Results for Cc1ccc(CNc2ccc3c(c2)ncn3C)cc1 ?
SK-BR-3 tox 24h: 81.1

Results for C=CCOC(=O)C1=C(C)Nc2nc3ccccc3n2C1c1ccncc1 (stereo unspecified) ?
SK-BR-3 tox 24h: 94.1

What do the screens show for `Cc1nnc(SCC(=O)NCCc2ccccc2)[nH]c1=O`?
SK-BR-3 tox 24h: 101.7

What do the screens show for `CCn1c(=O)cc(O)c2c(=O)n(C)c(=O)n(C)c21`?
SK-BR-3 tox 24h: 90.3

What do the screens show for `CN(C)S(=O)(=O)c1cccc(C(=O)Nc2cc(Cl)ccc2O)c1`?
SK-BR-3 tox 24h: 82.3

How did O=C(NS(=O)(=O)c1ccccc1)c1ccccc1F do in these assays?
SK-BR-3 tox 24h: 92.1

How did Cc1cc(NC(=O)Nc2ccccc2)n(-c2ccccc2)n1 do in these assays?
SK-BR-3 tox 24h: 92.3

Results for COc1ccc(Cn2c(-c3ccco3)nc3oc4ccccc4c(=O)c3c2=O)cc1 ?
SK-BR-3 tox 24h: 66.2

How did COc1ccc(NC2SC(=O)N(CC(=O)O)C2=O)cc1 (stereo unspecified) do in these assays?
SK-BR-3 tox 24h: 90.9

What do the screens show for `CCOC(=O)c1cnc2nc(Cc3ccccc3)[nH]n2c1=O`?
SK-BR-3 tox 24h: 118.6

Results for O=S1(=O)C=C(Sc2nnc(-c3ccccc3)o2)c2ccccc21 ?
SK-BR-3 tox 24h: 1.4*

What do the screens show for `COc1ccc(NC(=O)CSc2nc3c(cc2C#N)CN(C)CC3)cc1`?
SK-BR-3 tox 24h: 105.0

What do the screens show for `CCOC(=O)CCC(NC(=O)c1cncc(O)c1)C(=O)OCC` (stereo unspecified)?
SK-BR-3 tox 24h: 102.0

How did CC1=C(C(=O)Nc2ccccc2C)C(c2ccc(C)o2)C2=C(CCCC2=O)N1 (stereo unspecified) do in these assays?
SK-BR-3 tox 24h: 71.7

How did COc1ccc(C(=O)OCC(=O)c2ccc(C)c(S(=O)(=O)N3CCOCC3)c2)cc1OC do in these assays?
SK-BR-3 tox 24h: 76.3

Results for CCCc1nnc(SCc2ccc(C(=O)OC)o2)n1N ?
SK-BR-3 tox 24h: 86.7

Results for COc1ccc(-c2nnc3n2N=C(C)CS3)cc1OC ?
SK-BR-3 tox 24h: 102.9

What do the screens show for `COc1ccc(CCNC(=O)CN2CCC(n3nnc4cc(F)ccc43)CC2)cc1OC`?
SK-BR-3 tox 24h: 82.8

What do the screens show for `CCOc1ccc(CC(=O)Nc2ccc(S(=O)(=O)Nc3cc(C)on3)cc2)cc1OCC`?
SK-BR-3 tox 24h: 53.6

What do the screens show for `COc1cccc(-c2csc(N3CCN(C(=O)Nc4ccccc4OC)CC3)n2)c1`?
SK-BR-3 tox 24h: 104.6

Reprinted from the part before: two compounds; new compounds follow.
What do the screens show for `CCOc1ccc(CC(=O)Nc2ccc(S(=O)(=O)Nc3cc(C)on3)cc2)cc1OCC`?
SK-BR-3 tox 24h: 53.6

What do the screens show for `COc1cccc(-c2csc(N3CCN(C(=O)Nc4ccccc4OC)CC3)n2)c1`?
SK-BR-3 tox 24h: 104.6

Results for COc1ccc(C2/C(=C(/O)c3cnn(-c4ccccc4)c3C)C(=O)C(=O)N2CCN(C)C)cc1OC (stereo unspecified) ?
SK-BR-3 tox 24h: 78.7

Results for COc1ccc(OCC(=O)OCC(=O)Nc2ccc(S(=O)(=O)N3CCCCC3)cc2)cc1 ?
SK-BR-3 tox 24h: 97.1

Results for CCCCNC(=O)C1C2C=CC3(CN(Cc4ccc(C)cc4)C(=O)C13)O2 (stereo unspecified) ?
SK-BR-3 tox 24h: 99.5

What do the screens show for `c1ccc(-c2noc(CSc3nnc(Cc4cccs4)n3-c3ccccc3)n2)cc1`?
SK-BR-3 tox 24h: 103.4

What do the screens show for `O=S(=O)(NCCSc1ccccc1)c1ccc2c(c1)OCCO2`?
SK-BR-3 tox 24h: 83.4

What do the screens show for `CCOC(=O)c1ccc(COC(=O)c2cc(=O)[nH]c3ccccc23)o1`?
SK-BR-3 tox 24h: 79.1

How did CCCCNC(=O)CCn1nc(-c2ccccc2)ccc1=O do in these assays?
SK-BR-3 tox 24h: 74.5

Results for CCCCC(CC)C(=O)NCCc1ccc(S(N)(=O)=O)cc1 (stereo unspecified) ?
SK-BR-3 tox 24h: 95.5

How did Cc1cccc(-c2nnc(N)s2)c1 do in these assays?
SK-BR-3 tox 24h: 101.9

Results for CCN(CC)S(=O)(=O)c1ccc(-c2nnco2)cc1 ?
SK-BR-3 tox 24h: 102.5

What do the screens show for `CNC(=O)CN(C)S(=O)(=O)c1ccc(OC)c(Cl)c1`?
SK-BR-3 tox 24h: 103.5

Results for C=CCn1c(COc2ccccc2)nnc1SCC(=O)NCC(=O)OCC ?
SK-BR-3 tox 24h: 80.8

How did O=C(Nc1ccc(CN2CCCCC2)cc1)c1ccc2c(c1)OCO2 do in these assays?
SK-BR-3 tox 24h: 93.8

How did Cc1ccc(OCc2nnc(SCC(=O)Nc3sc(C)c(C)c3C#N)n2C)cc1 do in these assays?
SK-BR-3 tox 24h: 91.9

How did CCOC(=O)C1CCCN(C(=O)c2cn(C)c3ccc(S(=O)(=O)N4CCCC4)cc3c2=O)C1 (stereo unspecified) do in these assays?
SK-BR-3 tox 24h: 88.1

What do the screens show for `CCCOC(=O)Cn1c(=O)c2cc3c(=O)n(CC(=O)OCCC)c(=O)c3cc2c1=O`?
SK-BR-3 tox 24h: 137.8

What do the screens show for `Cc1ccccc1OCC(O)CN` (stereo unspecified)?
SK-BR-3 tox 24h: 82.9

What do the screens show for `Cc1cc(-c2ccccc2)c2c3c(cn2n1)c(=O)n(C)c(=O)n3C`?
SK-BR-3 tox 24h: 90.7

Results for COc1cc(C2C(C#N)=C(C)NC3=C2C(=O)CC(C)(C)C3)ccc1O (stereo unspecified) ?
SK-BR-3 tox 24h: 117.9

How did Cc1noc(NS(=O)(=O)c2ccc(NC(=O)c3cnc4n(c3=O)CCS4)cc2)c1C do in these assays?
SK-BR-3 tox 24h: 104.4

How did O=C(NCCC1=CCCCC1)c1cnsn1 do in these assays?
SK-BR-3 tox 24h: 92.4

What do the screens show for `O=C(Nc1ccc(-c2nc3ccccc3[nH]2)cc1)C1CCCO1` (stereo unspecified)?
SK-BR-3 tox 24h: 121.3

Results for O=C(CN1C(=O)c2ccccc2S1(=O)=O)c1ccccc1 ?
SK-BR-3 tox 24h: 86.0

What do the screens show for `O=C(Nc1ccc(Cl)cc1)C1CC=CCC1C(=O)OCC(F)(F)C(F)F` (stereo unspecified)?
SK-BR-3 tox 24h: 93.3

Results for Fc1ccccc1CSc1nnc(Cn2cnc3ccccc32)n1-c1ccccc1 ?
SK-BR-3 tox 24h: 93.4

What do the screens show for `CCOc1ccc(N(CC(=O)NCc2ccc(OC)cc2)S(=O)(=O)c2c(C)noc2C)cc1`?
SK-BR-3 tox 24h: 84.6

Results for COc1cccc(C(=O)Nc2c3c(nn2-c2cccc(C)c2C)CS(=O)C3)c1OC (stereo unspecified) ?
SK-BR-3 tox 24h: 112.0

What do the screens show for `CC(C)c1ccc(-c2nc(N3CCCC3)nc3n[nH]c(N)c23)cc1`?
SK-BR-3 tox 24h: 82.4

Results for COc1ccc(Cl)cc1N(CC(=O)Nc1ccccc1SC)S(C)(=O)=O ?
SK-BR-3 tox 24h: 90.1

Results for COCCn1c(SCC(=O)NC(=O)NCc2ccccc2)nc2ccccc21 ?
SK-BR-3 tox 24h: 88.5

High-throughput results as filed in PubChem BioAssay.
